PAFAH1B3 FP inh = PAFAH1B3 enzyme inhibitors, primary screen, biochemical, fluorescence polarization, human. Platelet-activating factor acetylhydrolase IB subunit alpha1 (Homo sapiens), Q15102. recombinant PAFAH1B3, FP-rhodamine probe. inhibition, % at 3.39 µM. actives 0.28% (n = 340,000). AID 492972, 2010;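 active = inhibition above the screen-wide average of all tested compounds plus 3 SD, cut at about 25% in these data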;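 also: 0% = enzyme with DMSO only and 100% = wells lacking PAFAH1B3 protein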
GSTO1 inh = inhibitors of recombinant GSTO1, primary screen, counter-screen for RBBP9 inhibitor project, biochemical, fluorescence polarization. Glutathione S-transferase omega-1 (Homo sapiens), P78417. activity-based probe fluorescence polarization. inhibition, % at 5.96 µM. actives 1.1% (n = 300,000). AID 1974, 2009;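 active = inhibition above the campaign mean inhibition plus 3 SD, cut at about 35% in these data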;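 also: 0% = GSTO1-1 with DMSO and 100% = wells lacking GSTO1-1 enzyme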
Target sequence (P78417 whole entry, looked up): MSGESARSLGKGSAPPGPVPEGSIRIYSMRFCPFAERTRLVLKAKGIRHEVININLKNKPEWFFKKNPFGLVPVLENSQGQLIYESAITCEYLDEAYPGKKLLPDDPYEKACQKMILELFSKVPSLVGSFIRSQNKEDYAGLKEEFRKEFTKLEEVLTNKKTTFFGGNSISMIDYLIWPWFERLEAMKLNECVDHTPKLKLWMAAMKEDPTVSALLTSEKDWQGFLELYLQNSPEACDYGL
LYPLA1 counter = LYPLA1 inhibitors, primary screen, counter-screen for PME1 inhibitor project, biochemical, fluorescence polarization, FP-Rh probe ABPP | actives 0.16% (n = 320,000) | inhibition, % at 5.9 µM | Acyl-protein thioesterase 1 (Homo sapiens), O75608 | recombinant LYPLA1 | AID 2174, 2009;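 active = inhibition above the mean of all tested compounds plus 3 SD, set per campaign, cut at about 14% in these data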;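 also: inhibitors block serine hydrolase probe labeling of LYPLA1 so polarization falls; 0% = enzyme with DMSO and 100% = wells lacking LYPLA1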
PAD4 inh = human PAD4 inhibitors, primary screen, biochemical, fluorescence polarization, 1536-well format; Protein-arginine deiminase type-4 (Homo sapiens), Q9UM07; recombinant PAD4, RCA probe fluorescence polarization; inhibition, % at 6.36 µM; actives 0.41% (n = 330,000); AID 485272, 2010;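 active = percent inhibition above a cutoff equal to the mean of all tested compounds plus 3 SD, cut at about 15% in these data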;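 also: 0% = PAD4 with RCA probe and DMSO and 100% = probe without PAD4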
LYPLA2 counter = LYPLA2 inhibitors, primary screen, counter-screen for PME1 inhibitor project, biochemical, fluorescence polarization, FP-Rh probe ABPP | actives 0.38% (n = 320,000) | Acyl-protein thioesterase 2 (Homo sapiens), O95372 | inhibition, % at 5.9 µM | recombinant LYPLA2;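 active = inhibition above the screen-wide mean plus 3 SD, limit set per campaign, cut at about 26% in these data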;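 also: 0% = LYPLA2 with DMSO and 100% = wells lacking LYPLA2 enzyme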
Target sequence (O95372 whole entry, looked up): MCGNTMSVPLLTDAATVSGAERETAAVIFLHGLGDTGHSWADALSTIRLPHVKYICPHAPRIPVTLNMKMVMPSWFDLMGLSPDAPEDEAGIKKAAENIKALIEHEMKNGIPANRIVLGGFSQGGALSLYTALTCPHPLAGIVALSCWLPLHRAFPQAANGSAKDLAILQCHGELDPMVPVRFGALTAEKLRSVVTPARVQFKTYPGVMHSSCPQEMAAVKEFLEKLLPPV
PAFAH1B2 inh = PAFAH1B2 enzyme inhibitors, primary screen, biochemical, fluorescence polarization, human; Platelet-activating factor acetylhydrolase IB subunit alpha2 (Homo sapiens), P68402; recombinant PAFAH1B2, FP-rhodamine activity probe; inhibition, % at 3.39 µM; actives 1.2% (n = 340,000);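 active = inhibition above the mean of all tested compounds plus 3 SD, cut at about 24% in these data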;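 also: 0% = enzyme with DMSO and 100% = wells lacking PAFAH1B2; many of its hits are not listed in these tables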
pPAFAH inh = pPAFAH enzyme inhibitors, primary screen, biochemical, fluorescence polarization, human | inhibition, % at 3.39 µM | AID 463082, 2010 | actives 1.5% (n = 330,000) | recombinant pPAFAH, FP-rhodamine probe fluorescence polarization | Platelet-activating factor acetylhydrolase (Homo sapiens), Q13093;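 active = inhibition above the mean inhibition across the screen plus 3 SD, cut at about 25% in these data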;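 also: inhibitors block binding of the rhodamine activity-based probe so polarization drops; 0% = enzyme with DMSO and 100% = wells lacking pPAFAH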
PREPL inhibitor = PREPL enzyme inhibitors, primary screen, biochemical, fluorescence polarization; recombinant PREPL, fluorescence polarization activity-based probe; actives 0.68% (n = 320,000); inhibition, % at 5.96 µM; AID 2751, 2010; in the data active = inhibition above about 43%;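 also: 0% = enzyme with DMSO and 100% = wells lacking enzyme; many of its hits are not listed in these tables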
PME-1 inh = PME-1 inhibitors via competitive probe labeling, primary screen, biochemical, fluorescence polarization, FP-Rh probe, HTS. Protein phosphatase methylesterase 1 (Homo sapiens), Q9Y570. inhibition, % at 5.9 µM. recombinant PME-1. AID 2130, 2009. actives 0.53% (n = 320,000);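 active = inhibition above the campaign mean of all compounds plus 3 SD, cut at about 26% in these data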;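 also: competitive labeling of PME-1 active site by serine hydrolase directed probe; 0% = PME-1 with DMSO and 100% = wells lacking PME-1 enzyme; inhibitors block probe labeling so polarization falls and inhibition rises; many of its hits are not listed in these tables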
Target sequence (Q9Y570 whole entry, looked up): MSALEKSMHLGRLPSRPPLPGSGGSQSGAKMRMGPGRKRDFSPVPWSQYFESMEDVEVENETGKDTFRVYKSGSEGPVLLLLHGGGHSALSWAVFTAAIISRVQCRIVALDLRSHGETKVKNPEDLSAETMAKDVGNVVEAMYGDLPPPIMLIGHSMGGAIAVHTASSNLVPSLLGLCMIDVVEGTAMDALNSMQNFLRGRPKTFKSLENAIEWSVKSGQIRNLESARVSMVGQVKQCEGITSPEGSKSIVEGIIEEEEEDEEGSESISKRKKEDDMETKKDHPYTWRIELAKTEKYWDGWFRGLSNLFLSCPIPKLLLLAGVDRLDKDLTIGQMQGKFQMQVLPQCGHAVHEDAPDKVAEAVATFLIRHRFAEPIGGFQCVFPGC
The depositor's hits bear a star; . = not tested or not shown; & = joins results of further samples. Only part of the results is shown. The share of hits here may be higher or lower than overall.

structure | LYPLA2 counter | PAD4 inh | pPAFAH inh | PAFAH1B2 inh | PREPL inhibitor | PAFAH1B3 FP inh | GSTO1 inh | LYPLA1 counter | PME-1 inh
CN(C)CCCNC(=O)CCc1ncc(C(F)(F)F)cc1Cl | 2 | 3 | -2 | 3 | -5 | 3 | 4 | -2 | 3
c1ccc(-c2csc(Nc3ccc4c(c3)OCCO4)n2)cc1 | 0 | 0 | 10 | 0 | 8 | 2 | 3 | 0 | 5
Cc1oc(-c2cccs2)nc1CSCC(=O)NC1CC1 | 4 | 3 | 0 | 3 | 4 | 11 | 12 | 2 | 3
Cc1cccc(C(=O)NC(NCc2ccco2)C(Cl)(Cl)Cl)c1 (stereo unspecified) | 5 | -4 | 5 | -1 | -2 | 11 | 3 | 17* | 7
COc1cnc(-c2ccccn2)nc1Oc1c(C)cccc1C | 4 | -5 | 2 | 0 | 42 | 6 | -3 | -1 | -3
CCCCn1nc(C(=O)Nc2cc(S(=O)(=O)N(C)C)ccc2C)c2ccccc2c1=O | 2 | -2 | -1 | 2 | -7 | 5 | -4 | -3 | -8
CCS(=O)(=O)n1nc(-c2ccccc2)cc1N | 6 | 2 | -3 | 6 | -4 | -6 | 1 | 1 | -3
O=C(CC1SC(N2CCCC2)=NC1=O)Nc1ccc(C(=O)Nc2ccccc2)cc1 (stereo unspecified) | 2 | 3 | 3 | 4 | 3 | 4 | -2 | -3 | -1
O=C(NCC1CCCN1S(=O)(=O)c1cccs1)c1ccc(F)cc1 (stereo unspecified) | 1 | -7 | 8 | 2 | 2 | 2 | 8 | 4 | 5
O=C(NCc1ccco1)c1ccc(Cn2c(=S)[nH]c3ccccc3c2=O)cc1 | -15 | -4 | 3 | -1 | -2 | -8 | -6 | -13 | -22
Cc1ccc(S(=O)(=O)N2c3ccc(S(N)(=O)=O)cc3CC2C)cc1 (stereo unspecified) | 3 | -3 | 2 | 2 | 7 | 7 | 1 | -1 | 4
CC(C)CN(C(=O)COC(=O)c1nc(Cl)ccc1Cl)c1c(N)n(Cc2ccccc2)c(=O)[nH]c1=O | -1 | 1 | 5 | 3 | 0 | -1 | 6 | -2 | 2
CCC(C)NC(=O)CC(NS(=O)(=O)c1ccc(NC(C)=O)cc1)C(C)C (stereo unspecified) | 1 | -3 | -11 | 2 | 17 | 4 | 2 | 1 | 5
N#C/C(=N\O)c1nc(-c2ccccc2)cs1 | 9&-2 | 2&-3 | 5&-1 | 4&1 | 3&0 | -6&2 | 0&8 | -2&-3 | -13&0
CCCCC(=O)Nc1ccc(NC(=O)c2cc(OC)c(OC)c(OC)c2)cn1 | 3 | 0 | -7 | -1 | -12 | 4 | 1 | 0 | 1
COc1ccc(Cl)cc1N(CC(=O)N1CCCCC1)S(C)(=O)=O | 0 | -2 | 1 | 4 | 2 | 2 | 2 | 1 | -1
CC(C)CN(C(=O)COC(=O)CCc1c[nH]c2ccccc12)C1CCS(=O)(=O)C1 (stereo unspecified) | -1 | -6 | 4 | 3 | 28 | -6 | 2 | 0 | -3
CCCCC(c1nnnn1CC1CCCO1)N1CCN(Cc2ccccc2)CC1 (stereo unspecified) | -2 | 2 | 2 | 1 | 1 | -3 | -2 | -3 | -1
Cc1cc(NC(=O)CN2C(=O)/C(=C/c3cccc(Br)c3)SC2=S)no1 | -3 | -11 | 3 | 4 | -3 | -7 | 4 | -2 | -3
O=C(Cc1cccc2ccccc12)NNC(=O)Nc1cccc(Cl)c1 | -10 | 1 | 4 | 4 | -3 | 7 | -1 | -5 | -7
Cc1ccc2nc(SCC(=O)Nc3ccc(C)c([N+](=O)[O-])c3)[nH]c2c1 | -10 | 1 | 16 | -4 | -7 | -2 | -9 | -11 | 2
O=C(c1ccc(NS(=O)(=O)c2ccc3c(c2)OCCO3)cc1)N1CCCCC1 | 0 | 1 | 3 | 4 | 3 | 6 | 7 | 1 | 3
Cc1ccc(C(OC(=O)c2ccco2)C(=O)NCc2cccs2)cc1 (stereo unspecified) | 2 | -7 | 0 | -4 | 1 | 3 | 13 | -4 | -3
COc1ccc(CCNC(=O)CSc2ccsc2[N+](=O)[O-])cc1OC | 3 | -1 | 6 | 2 | 6 | -10 | 5 | -2 | -3
CCN(CCNC(=O)c1ccc(C#N)cc1)c1cccc(C)c1 | -4 | 1 | -7 | 2 | 3 | 5 | 6 | -2 | -6
COc1cc2nc(CN3C(=O)c4ccccc4C3=O)oc(=O)c2cc1OC | 5 | -4 | 5 | 0 | -2 | -2 | 1 | 0 | -2
Cc1ccc(S(=O)(=O)/N=C(\CN2CCCCC2)N2CCOCC2)cc1 | -1 | -1 | 1 | 2 | 2 | 0 | -5 | 2 | -3
Cc1ccc(C(=O)CSc2nccn2-c2ccccc2)cc1 | 0 | -4 | 0 | 9 | -2 | 10 | 0 | -4 | -3
CCOC(=O)c1c(NC(=O)C2CCCO2)sc(C)c1C (stereo unspecified) | 10 | 0 | -1 | 1 | 9 | 9 | -1 | 1 | 0
CCc1ccc(-n2nnnc2SCC(=O)Nc2ccc(NC(C)=O)cc2)cc1 | -11 | -3 | -11 | 2 | 5 | 5 | -5 | -5 | -5
N#CCCN(C(=O)CSc1nnc(-c2ccncc2)n1C1CC1)c1ccccc1 | -2 | -1 | 2 | 0 | 4 | 0 | . | 3 | 3
O=C(CC1CCCCC1)N1CCCC(c2nc(-c3ccc(S(=O)(=O)N4CCCC4)cc3)no2)C1 (stereo unspecified) | 20 | -4 | 6 | 0 | 10 | -5 | -8 | 1 | 3
S=c1[nH]nc(-c2cccnc2)n1-c1ccc2c(c1)OCCO2 | -1 | -3 | 3 | 6 | 12 | 5 | 7 | -7 | -2
O=C(CSc1ncccn1)Nc1ccc2c(c1)OCO2 | . | -3 | 3 | 2 | 19 | 11 | . | . | .
CP(C)(=O)CCP(=O)(c1ccccc1)c1ccccc1 | 4 | -2 | 4 | -2 | 4 | 3 | 1 | 1 | 7
CCOC(=O)N1CCN(C(=O)CCn2nc(-c3ccccc3)ccc2=O)CC1 | 5 | -3 | -1 | -3 | 6 | 5 | 6 | 0 | 3
O=C(COc1cccnc1[N+](=O)[O-])NCCc1ccccc1 | 3 | 5 | 10 | -2 | -2 | 6 | 10 | 5 | -6
O=C(Nc1cccnc1)c1cnn2cccnc12 | 5 | -2 | 1 | -1 | 4 | 4 | 0 | 1 | 2
COCCNC(=S)NC1CC2CCC(C1)N2Cc1ccccc1 (stereo unspecified) | -16 | -5 | 0 | -2 | 4 | 2 | -7 | 0 | -9
CCOP(=O)(OCC)c1nc(-c2ccc(Br)cc2)oc1N1CCCCC1 | -5 | 4 | 24 | -4 | 4 | 6 | 7 | -2 | 4
Clc1ccc(Nc2ccccc2)nn1 | 4 | 0 | -4 | 4 | -21 | 3 | 5 | -1 | 1
O=C(CN1CCN(C/C=C/c2ccccc2)CC1)Nc1ccc(F)cc1F | 10 | 1 | 2 | 6 | 8 | 3 | 0 | -1 | 0
CCOC(=O)c1ccc(NS(=O)(=O)c2c(N)[nH]c(=O)[nH]c2=O)cc1 | 1 | 6 | -4 | 0 | -1 | 19 | 5 | -3 | -9
Cc1ccc[n+](C(C)C(=O)Nc2ccc(C)c(C)c2)c1 (stereo unspecified) | 0 | 1 | -7 | 0 | 9 | -1 | -1 | -1 | -7
COc1ccc(C2CC(=O)C3=C(C2)NC(C)=C(C(=O)Nc2ccccc2C)C3c2coc3ccc(C)cc3c2=O)cc1OC (stereo unspecified) | -14 | -1 | -3 | -3 | 37 | -9 | -5 | -8 | -17
Cc1c(Cl)cccc1Nc1ccccc1C(=O)O | 3 | -2 | 19 | 8 | 3 | 2 | 28 | 1 | 11
CCOc1c(Br)cc(CNc2ccc(N3CCN(C(C)=O)CC3)cc2)cc1OC | 13 | 10 | 21 | 8 | 20 | 3 | 14 | 9 | 4
O=C1CCC(C(=O)O)(c2ccccc2)C1 (stereo unspecified) | 6 | 0 | -8 | . | -14 | . | -3 | 1 | 2
CC(Oc1ccc(Br)cc1)C(=O)Nc1ccc(S(=O)(=O)Nc2nccs2)cc1 (stereo unspecified) | 4 | 4 | 7 | 28* | -1 | 5 | -6 | 2 | 0
Cc1ccc(S(=O)(=O)CCC(=O)NCCN2C(=O)S/C(=C\c3ccccc3)C2=O)cc1 | 0 | -1 | 3 | 19 | 1 | -1 | -4 | 1 | 35*

9 structures out of the list, sorted by SMILES length, low to high:
structure | LYPLA2 counter | PAD4 inh | pPAFAH inh | PAFAH1B2 inh | PREPL inhibitor | PAFAH1B3 FP inh | GSTO1 inh | LYPLA1 counter | PME-1 inh
Clc1ccc(Nc2ccccc2)nn1 | 4 | 0 | -4 | 4 | -21 | 3 | 5 | -1 | 1
O=C1CCC(C(=O)O)(c2ccccc2)C1 (stereo unspecified) | 6 | 0 | -8 | . | -14 | . | -3 | 1 | 2
Cc1ccc[n+](C(C)C(=O)Nc2ccc(C)c(C)c2)c1 (stereo unspecified) | 0 | 1 | -7 | 0 | 9 | -1 | -1 | -1 | -7
CCOP(=O)(OCC)c1nc(-c2ccc(Br)cc2)oc1N1CCCCC1 | -5 | 4 | 24 | -4 | 4 | 6 | 7 | -2 | 4
CCOc1c(Br)cc(CNc2ccc(N3CCN(C(C)=O)CC3)cc2)cc1OC | 13 | 10 | 21 | 8 | 20 | 3 | 14 | 9 | 4
CC(Oc1ccc(Br)cc1)C(=O)Nc1ccc(S(=O)(=O)Nc2nccs2)cc1 (stereo unspecified) | 4 | 4 | 7 | 28* | -1 | 5 | -6 | 2 | 0
CCOC(=O)c1ccc(NS(=O)(=O)c2c(N)[nH]c(=O)[nH]c2=O)cc1 | 1 | 6 | -4 | 0 | -1 | 19 | 5 | -3 | -9
Cc1ccc(S(=O)(=O)CCC(=O)NCCN2C(=O)S/C(=C\c3ccccc3)C2=O)cc1 | 0 | -1 | 3 | 19 | 1 | -1 | -4 | 1 | 35*
COc1ccc(C2CC(=O)C3=C(C2)NC(C)=C(C(=O)Nc2ccccc2C)C3c2coc3ccc(C)cc3c2=O)cc1OC (stereo unspecified) | -14 | -1 | -3 | -3 | 37 | -9 | -5 | -8 | -17
